APE1 inh: qHTS Assay for Inhibitors of the Human Apurinic/apyrimidinic Endonuclease 1 (APE1); DNA repair nuclease/redox regulator APEX1 (Homo sapiens), P27695; recombinant APE1, TAMRA/BHQ-2 abasic DNA cleavage fluorescence; Potency, µM (series often up to 65.8 µM), for inactives: at the highest dose activity change, negative = inhibition, hits mostly inhibitors; 350,000 compounds, 0.35% hits; AID 2517, 2012;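 also: potency is read from the fitted curve at half-maximal effect; plate controls were vehicle for no effect and reference inhibitor for full effect; nearly all actives have a fitted effect of over 55% in size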
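Quantitative HTS: incision of a TAMRA/BHQ-2 double-stranded substrate bearing a tetrahydrofuran abasic site by 0.75 nM APE1 raises fluorescence. Substrate 50 nM final, added after 15 min compound preincubation at room temperature; progress as third-minus-first kinetic read difference.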
POLH inh: qHTS for Inhibitors of Polymerase Eta; recombinant Pol eta, fluorescent DNA replication assay; Potency, µM (highest dose often 114 µM), without a hit: top-dose activity change, negative = inhibition, hits mostly inhibitors; 390,000 compounds, 1.2% hits; also: potency is read from the fitted curve at half-maximal effect; % is scaled to controls: 0 for no effect and ±100 for the full control effect
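Fluorescent replication assay: 50 nM final substrate added after a 15 min room-temperature compound preincubation with 10 nM enzyme. Signal taken at 0 min and again at 10 min.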
Pol kappa inh: qHTS for Inhibitors of Polymerase Kappa. 400,000 compounds, 0.53% hits. DNA polymerase kappa (Homo sapiens), Q9UBT6. purified Pol kappa, fluorescent DNA synthesis assay, 10 min. Potency, µM (doses to about 107 µM), for inactives: at the highest dose activity, negative = inhibition, usual class: inhibitors; also: potency is read from the fitted curve at half-maximal effect; % is scaled to controls: 0 for no effect and ±100 for the full control effect
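10 nM Pol kappa preincubated 15 min at room temperature with compounds, then reaction started with substrate at 50 nM final. Fluorescence read kinetically at 0 and 10 min; buffer-only wells served as negative control.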
BLM inh: qHTS Assay for Inhibitors of Bloom's syndrome helicase (BLM) | recombinant BLM DNA unwinding, fluorescence dequenching | Potency, µM (doses to about 56.1 µM), inactives show top-dose activity change, negative = inhibition, hits mostly inhibitors | RecQ-like DNA helicase BLM (Homo sapiens), P54132 | AID 2528, 2010 | 350,000 compounds, 0.2% hits;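 also: potency is read from the fitted curve at half-maximal effect; plate controls were vehicle for no effect and no enzyme for full effect; nearly all actives have a fitted effect of over 35% in size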
PGK inhibitor: qHTS Assay to Find Inhibitors of Phosphoglycerate Kinase. Phosphoglycerate kinase, glycosomal (Trypanosoma brucei brucei), P07378. PGK/GAPDH coupled, Kinase-Glo luminescence, 60 min. Potency, µM (highest dose often 57.5 µM), without a hit: at the top dose activity change, negative = inhibition, actives largely listed as inhibitors. 380,000 compounds, 0.043% hits. AID 602233, 2012; also: potency is read from the fitted curve at half-maximal effect; % is scaled to controls: 0 for no effect and ±100 for the full control effect; nearly all actives have a fitted effect of over 60% in size
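Recombinant glycosomal PGK reaction used 1,3-bisphosphoglycerate generated in-well by GAPDH (100nM final) in 100mM TEA pH 7.6, 5mM MgCl2, 0.01% Tween-20. After 60 minutes at room temperature, ATP was read by Kinase-Glo Plus luminescence end-point.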
Pol beta inh: qHTS Assay for Inhibitors of DNA Polymerase Beta; P06746; Pol beta primer extension/strand displacement, fluorescence kinetic; Potency, µM (titrated, usually from 114 µM), for inactives: at the highest dose activity change, negative = inhibition, usual class: inhibitors; 340,000 compounds, 1.3% hits; AID 485314, 2010; also: potency is read from the fitted curve at half-maximal effect; % is scaled to controls: 0 for no effect and ±100 for the full control effect
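Kinetic readout of DNA synthesis with strand displacement by Pol beta. Compound and 10 nM enzyme sit 15 min at room temperature; 50 nM substrate starts the reaction, read immediately and at 10 min.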
POLI inh: qHTS for Inhibitors of Polymerase Iota; Pol iota fluorescent replication assay, 10 min; Potency, µM (doses to about 115 µM), inactives show top-dose activity, negative = inhibition, actives largely listed as inhibitors; 390,000 compounds, 1% hits; AID 588590, 2011; also: potency is read from the fitted curve at half-maximal effect
Target sequence (Q9UNA4 whole entry, looked up): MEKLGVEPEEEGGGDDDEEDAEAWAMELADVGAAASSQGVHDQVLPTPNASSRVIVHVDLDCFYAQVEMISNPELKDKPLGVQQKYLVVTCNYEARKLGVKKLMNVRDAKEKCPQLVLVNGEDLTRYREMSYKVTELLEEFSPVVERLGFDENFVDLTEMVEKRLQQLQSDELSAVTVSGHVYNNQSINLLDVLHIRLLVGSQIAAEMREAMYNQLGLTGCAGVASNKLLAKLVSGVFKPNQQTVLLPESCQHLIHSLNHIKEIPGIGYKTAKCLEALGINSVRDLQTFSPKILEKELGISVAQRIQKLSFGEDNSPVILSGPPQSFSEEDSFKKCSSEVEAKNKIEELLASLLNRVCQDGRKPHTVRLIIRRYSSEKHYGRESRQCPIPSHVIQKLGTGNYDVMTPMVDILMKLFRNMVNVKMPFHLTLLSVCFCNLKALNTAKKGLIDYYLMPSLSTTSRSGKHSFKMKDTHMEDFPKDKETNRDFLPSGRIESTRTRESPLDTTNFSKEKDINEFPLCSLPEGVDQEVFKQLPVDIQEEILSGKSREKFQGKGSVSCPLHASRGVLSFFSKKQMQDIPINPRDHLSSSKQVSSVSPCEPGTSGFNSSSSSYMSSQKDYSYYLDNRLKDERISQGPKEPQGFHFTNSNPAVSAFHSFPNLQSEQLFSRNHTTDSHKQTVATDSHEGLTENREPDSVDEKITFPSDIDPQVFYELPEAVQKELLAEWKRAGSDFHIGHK
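Pol iota at 10 nM preincubated 15 min with compounds at room temperature; reaction started with fluorescent substrate, 50 nM final. Fluorescence read kinetically at 0 and 10 min; buffer-only wells as negative control.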
RXFP1 antag: qHTS Assay for Antagonists of the Relaxin Receptor RXFP1 | activity change, negative = inhibition, % at 57.5 µM | HEK293-RXFP1, relaxin-stimulated cAMP HTRF, 30 min; hits give low values | 350,000 compounds, 0.59% hits;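 active = activity change of -60% or lower, but not beyond a set lower limit; inconclusive = change between -60% and -40%, or beyond the set limit; inactive = change above -40%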; also: % is scaled to controls: 0 for no effect and ±100 for the full control effect
Apoferritin bind: qHTS Assay for Identification of Novel General Anesthetics | Ferritin light chain (Equus caballus), P02791 | apoferritin/1-aminoanthracene competitive binding, fluorescence | Potency, µM (highest dose often 77.5 µM), inactives show top-dose activity change, negative = displacement, usual class: inhibitors | 350,000 compounds, 0.074% hits; also: potency is read from the fitted curve at half-maximal effect; % is scaled to controls: 0 for no effect and ±100 for the full control effect; nearly all actives have a fitted effect of over 20% in size
Target sequence (P02791 2-175 limits assumed): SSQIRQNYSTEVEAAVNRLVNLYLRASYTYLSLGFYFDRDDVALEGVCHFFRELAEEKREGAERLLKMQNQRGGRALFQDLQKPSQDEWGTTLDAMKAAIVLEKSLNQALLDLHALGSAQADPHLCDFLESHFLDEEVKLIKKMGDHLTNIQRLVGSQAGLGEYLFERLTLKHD
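Horse-spleen apoferritin (10 uM) was mixed with 50% saturated 1-aminoanthracene in PBS, exposed to compounds for 10 min at room temperature, and read for fluorescence (ex 380 nm, em 535 nm). Competitive displacement was fitted with a four-parameter Hill equation.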
The depositor's hits bear a star; i = inactive; ? = inconclusive; nt = no result given; [ ] = dose if it differs, or a comment. Unless noted, calls follow the shape of the dose curve; as a rule, active = well fitted curve in the direction sought with a large enough effect; inconclusive = small, poorly fitted or top-dose-only effect, or another doubt; inactive = no such curve, though single readings can be large; an effect the other way counts as inactive or inconclusive.

cpd	structure	Pol beta inh	APE1 inh	BLM inh	RXFP1 antag	Apoferritin bind	POLH inh	PGK inhibitor	POLI inh	Pol kappa inh
1	COc1ccc(C(=O)Nc2cc(OC)c(Cl)cc2OC)cc1	-20%	-4%	-11%	2	-17%	-22%	-5%	10%	-2%
2	CCOC(=O)C(NC(=O)Nc1ccc(F)cc1)(OCC)C(F)(F)F (stereo not drawn)	-11%	0%	1%	-5	-10%	-19%	-2%	12%	-10%
3	CCCOCc1ccc(O)c2ncccc12	-12%	-4%	-2%	?	-4%	6%	-9%	-4%	3%
4	O=C(NCC(c1ccco1)N1CCc2ccccc2C1)c1ccc(Br)cc1 (stereo not drawn)	nt	-17%	nt	-15	nt	-23%	-8%	8%	-8%
5	O=C(COc1ncnc2sccc12)N1CCc2ccccc2C1	0%	1%	1%	-2	-11%	-6%	i	29%	-2%
6	CCc1nnc(NC(=O)CSc2nc3cc4c(cc3cc2CC)OCCO4)s1	5%	-1%	-2%	-15	0%	1%	-4%	-8%	0%
7	COC(=O)Nc1ncc(CN2CCc3ccccc3C2)s1	9%	-2%	0%	-5	-7%	-8%	-8%	31%[activator]	-5%
8	COc1ccc(NC(=O)CSc2nc3c([nH]c4ccccc43)c(=O)n2C)c(OC)c1	35%	0%	2%	-3	0%	-2%	1%	5%	-17%
9	COc1ccc(OCC(=O)NC(=S)N2CCCc3ccccc32)cc1	1%	11%	-2%	1	-9%	6%	-5%	66%[activator]	-6%
10	O=C(NCC(=O)N(Cc1cccs1)C(C(=O)NC1CCCCC1)c1cccnc1)c1ccco1 (stereo not drawn)	1%	5%	2%	-3	-5%	-19%	0%	9%	-2%

New compounds follow:
cpd	structure	Pol beta inh	APE1 inh	BLM inh	RXFP1 antag	Apoferritin bind	POLH inh	PGK inhibitor	POLI inh	Pol kappa inh
11	CCOC(=O)c1c(N)nn(C(=O)CC)c1-c1ccccc1	10%	1%	0%	-6	1%	-25%	-4%	9%	-5%
12	CCCOC(=O)C1C2C=CC3(CN(c4cccc(Cl)c4)C(=O)C13)O2 (stereo not drawn)	-23%	-1%	-1%	1	-3%	-26%	8%	27%	-1%
13	O=C(Nc1cccnc1Cl)C1c2ccccc2Oc2ccccc21	-5%	-5%	-4%	-11	-14%	2%	-7%	3%	-9%
14	CN(C)C(=O)CSc1n[nH]c(=O)[nH]c1=O	1%	16%	5%	-7	-3%	4%	7%	9%	-9%[60.1 µM]
15	Cc1ccc(N=C2CCCCCN2C)c(C#N)c1	46%	-1%	-9%	6	5%	4%	-5%	5%	-15%
16	O=C(CN1CCCCCC1)Nc1ccccc1OC(F)F	1%	-13%	0%	-10	-22%	-3%	2%	22%	-13%
17	Cc1cc2cc(C)c3nnc(SCC(=O)N4CCN(C(=O)c5ccco5)CC4)n3c2cc1C	nt	nt	nt	2	nt	-5%	5%[11.5 µM]	10%	-3%
18	O=C(c1ccc(Br)cc1)c1cn[nH]c1-c1ccccc1O	2%	4%	-9%	-29	-3%	-9%	4%	-2%	-4%
19	CCC(Sc1nncn1C)C(=O)Nc1cc(C)on1 (stereo not drawn)	11%	7%	-3%	-1	-3%	-17%	5%	19%	5%
20	COc1ccc(N2CC(NC(=O)N3CCc4ccccc43)CC2=O)cc1OC (stereo not drawn)	-1%	3%	-9%	-5	-4%	-13%	-8%	-18%	8%

(continued)
cpd	structure	Pol beta inh	APE1 inh	BLM inh	RXFP1 antag	Apoferritin bind	POLH inh	PGK inhibitor	POLI inh	Pol kappa inh
21	COC(=O)c1cc(Br)c(=O)n(-c2cccc(F)c2)c1	3%	4%	-3%	2	-7%	-10%	i	?	3%
22	O=S(=O)(NCCN1CCCC1)c1ccc(Cl)cc1	22%	-3%	-3%	-7	-7%	-4%	12%	20%	3%
23	COc1ccc(NC(=O)CCc2c(C)nc3nc(C)nn3c2C)cc1	4%	2%	1%	0	-9%	-11%	-11%	nt	-7%
24	CN(C)S(=O)(=O)c1cccc(C(=O)Nc2ccc3c(c2)CCC3)c1	10%	-2%	-7%	-15	1%	-22%	-6%	129%[activator]	-5%
25	Cc1cc(C)nc(N/N=C/C2=C(N3CCOCC3)C(=C\c3ccc(Cl)cc3)/CC2)n1	-7%	-12%	-7%	-2	-6%	-6%	7%	?	-16%
26	Cc1nc(CNS(=O)(=O)c2ccccc2F)cs1	-15%	2%	2%	-2	10%	-19%	-5%	7%	-5%
27	Cc1cc(C=C2C(=O)c3ccccc3C2=O)c(C)n1C	1%	4%	-13%	1	-19%	-8%	-12%	42%[activator]	-12%
28	Cc1ccc(N(CC(O)Cn2nc(C)cc2C)S(=O)(=O)c2ccc3ccccc3c2)cc1 (stereo not drawn)	1%	-7%	-9%	-4	2%	-25%	-5%	19%	-8%
29	Cc1cccc(-c2nc(CCNC(=O)Cc3ccc(F)cc3)cs2)c1	26%	nt	-2%	-23	-5%	-8%	i	12%	-4%[60.1 µM]
30	CN(C)S(=O)(=O)c1ccc(Cl)c(C(=O)NC2CCCCCCC2)c1	2%	77%[activator]	-4%	3	-3%	-14%	-2%	33%[activator]	-5%

(list continues)
cpd	structure	Pol beta inh	APE1 inh	BLM inh	RXFP1 antag	Apoferritin bind	POLH inh	PGK inhibitor	POLI inh	Pol kappa inh
31	Cc1ccc(C(=O)Nc2cc3[nH]c(=O)oc3cc2C)cc1	21%	15%	-4%	3	-4%	-3%	7%	53%[activator]	-12%
32	COCC(=O)N(Cc1cc2ccc(C)cc2[nH]c1=O)c1ccccc1C	36%	36%[activator]	0%	6	-9%	-1%	6%	2%	-12%
33	CC(=O)c1c(C)[nH]c(=S)c(C#N)c1-c1ccc(Cl)cc1	8%	1%	-2%	-9	-5%	-13%	4%	-21%[58.9 µM]	-11%
34	Cc1ccc2c(c1)[C@@H]1CN(C)CC[C@@H]1N2S(=O)(=O)c1ccc(F)cc1	42%	-3%	-5%	-1	-8%	-12%	-2%	1%	0%
35	O=C1CCC(C(=O)N(CCO)Cc2ccccc2)CN1CCCN1CCOCC1 (stereo not drawn)	40%	13%	-4%	22	-2%	2%	-9%	1%	-1%
36	Cc1cccc(NC(=O)CN2CCSc3ccccc32)c1	27%	-4%	-9%	-4	?	8%	-5%	-9%	1%
37	CN(C1CCS(=O)(=O)C1)S(=O)(=O)c1ccc2ccccc2c1 (stereo not drawn)	nt	8%	nt	4	nt	-10%	-9%	30%	10%
38	CCOC(=O)N1CCN(c2c(NCCCN3CCCC(C)C3)c(=O)c2=O)CC1 (stereo not drawn)	15%	-2%	2%	nt	1%	-8%	-4%	?	-8%
39	Oc1cccc2cnccc12	0%	-3%	-7%	15	-8%	26%	-1%	65%[activator]	-5%
40	O=C(c1ccc(F)cc1)N1CCOC(c2nc(-c3ccc(F)cc3)no2)C1 (stereo not drawn)	nt	-5%	nt	nt	nt	-17%	-2%	15%	-26%

Next section:
cpd	structure	Pol beta inh	APE1 inh	BLM inh	RXFP1 antag	Apoferritin bind	POLH inh	PGK inhibitor	POLI inh	Pol kappa inh
41	Cc1cc(NC(=O)COCc2cc(-c3ccc(F)cc3)on2)ccc1Br	0%	nt	-3%	-17	63%[activator]	-13%	-2%	9%	-22%
42	O=c1ccn(-c2cccc(C(F)(F)F)c2)nc1-c1ccn(-c2cccc(Cl)c2)n1	13%	-5%	-6%	4	?	-7%	i	5%	-4%
43	CN1CCc2ccccc2C1Cc1ccccc1NC(=O)c1sc2ccccc2c1Cl (stereo not drawn)	-23%	-1%	-6%	5	-13%	-2%	-6%	-12%	-7%
44	COc1ccccc1CN1CC(C(=O)N(C)Cc2nc(C)cs2)CCC1=O (stereo not drawn)	19%	-5%	1%	0	-7%	-6%	-8%	40%[activator]	10%
45	COc1n[nH]c(C(=O)NCc2ccccc2)c1[N+](=O)[O-]	-12%	-6%	-1%	-2	-6%	-12%	i	-10%	5%
46	Nc1cccnc1S(=O)(=O)c1cccc(C(F)(F)F)c1	nt	nt	nt	4	nt	3%	1%	37%[activator]	-8%
47	COC(=O)c1cccc(C(=O)N2CCCC(Nc3ccc(C)c(C)c3)C2)c1 (stereo not drawn)	18%	17%	-2%	0	-2%	-17%	2%	31%[activator]	0%
48	CCN(CC)C(=O)c1sc2c(c1C)c(=O)n(-c1ccccc1)c(=O)n2CC(=O)N(CC)c1cccc(C)c1	1%	nt	1%	4	-7%	-18%	-4%	32%[activator]	-1%[60.1 µM]
49	CCOC(=O)c1sc(Nc2cccc(C)c2C)nc1C	4%	-8%	-6%	nt	?	nt	nt	nt	nt
50	Cc1cc[n+](Cc2ccccc2)c(N)c1	nt	19%	nt	nt	nt	-17%	0%	-1%	21%
51	COCCCNC(=O)C1CCN(c2ncnc3c2nc2n3CCCCC2)CC1	36%	nt	-2%	0	-5%	-10%	-1%	-6%	-15%
52	O=S(=O)(c1ccc(Br)s1)N1CCCCC1	12%	14%	-2%	-15	6%	2%	-8%	-12%	-5%
53	Cc1cc(-c2ccccc2)nc(N(C)NC(=O)c2c(F)cccc2F)c1S(C)(=O)=O	-3%	?	-1%	-2	?	-22%	-1%	12%	-10%

Results in PGK inhibitor and Pol kappa inh, for some of the entries so far:
| nr | Structure | PGK inhibitor | Pol kappa inh |
| --- | --- | --- | --- |
| 47 | COC(=O)c1cccc(C(=O)N2CCCC(Nc3ccc(C)c(C)c3)C2)c1 (stereo not drawn) | 2% | 0% |
| 48 | CCN(CC)C(=O)c1sc2c(c1C)c(=O)n(-c1ccccc1)c(=O)n2CC(=O)N(CC)c1cccc(C)c1 | -4% | -1%[60.1 µM] |

Assay outcomes (PubChem)

Not all compounds are listed (hit frequency here may not be typical).
